# From PubChem BioAssay
# PTHR1 agonist = agonists of human PTHR1 parathyroid hormone receptor | Potency, µM (highest dose often 115 µM), for inactives: top-dose activation, actives largely listed as activators | AID 743266 | 410,000 compounds, 0.075% hits | Q03431 | HEK293 GP2 PTHR1 cells, GloSensor cAMP luminescence, 1 h; also: nearly all actives have a fitted effect of over 55% in size; some results filed as inactive show a strong effect at the top dose; inactives centre near -15; many of its hits are not listed in these tables
#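 HEK-293-derived GP2 cells expressing PTHR1 and a GloSensor cAMP reporter, 3,000/well, plated overnight, given luciferin plus IBMX (each 0.5 mM as added) for 1 h at 37 °C, then compound for 1 h at 37 °C. Luminescence was read after 15 min at room temperature.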
# EPAC1 ag = activates human EPAC1 exchange factor; O95398; EPAC1 agonist qHTS, biochemical assay; response scale: 100% = response to 6.5 mM cAMP; Potency, µM (top dose mostly 154 µM), inactives show at the top dose activation, actives largely listed as activators; 360,000 compounds, 0.073% hits; also: nearly all actives have a fitted effect of over 60% in size
# Target sequence (O95398 whole entry, looked up): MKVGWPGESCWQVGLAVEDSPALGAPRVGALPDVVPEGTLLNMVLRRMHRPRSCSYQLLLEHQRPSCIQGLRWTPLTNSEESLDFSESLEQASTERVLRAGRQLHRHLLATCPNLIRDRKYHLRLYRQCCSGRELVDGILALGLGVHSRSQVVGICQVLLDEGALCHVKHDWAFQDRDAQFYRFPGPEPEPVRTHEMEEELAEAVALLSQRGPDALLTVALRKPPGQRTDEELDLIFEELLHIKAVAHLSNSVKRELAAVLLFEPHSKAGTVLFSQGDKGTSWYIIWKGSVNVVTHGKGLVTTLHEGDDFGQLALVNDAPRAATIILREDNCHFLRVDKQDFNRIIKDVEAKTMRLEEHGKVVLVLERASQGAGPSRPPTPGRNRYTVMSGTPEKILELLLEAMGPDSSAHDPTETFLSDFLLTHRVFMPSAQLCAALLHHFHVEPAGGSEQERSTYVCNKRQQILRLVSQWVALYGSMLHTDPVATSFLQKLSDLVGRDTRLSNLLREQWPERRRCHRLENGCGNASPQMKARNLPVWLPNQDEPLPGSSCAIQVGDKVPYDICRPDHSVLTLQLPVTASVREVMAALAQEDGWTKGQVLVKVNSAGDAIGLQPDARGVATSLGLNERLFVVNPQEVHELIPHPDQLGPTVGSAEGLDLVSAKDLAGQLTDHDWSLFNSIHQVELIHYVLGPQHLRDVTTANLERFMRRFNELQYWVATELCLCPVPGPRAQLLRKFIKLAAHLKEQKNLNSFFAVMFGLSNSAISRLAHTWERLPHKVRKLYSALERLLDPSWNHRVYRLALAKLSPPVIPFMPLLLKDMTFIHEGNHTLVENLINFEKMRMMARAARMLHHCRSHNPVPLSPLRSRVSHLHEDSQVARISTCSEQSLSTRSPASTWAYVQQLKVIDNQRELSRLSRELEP
#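 Normalized to 6.5 mM cAMP, activity reflects EPAC1-catalysed release of BODIPY-GDP from Rap1B, followed kinetically over 30 min at 480 nm excitation, 540 nm emission. Reaction contained 100 nM EPAC1, 250 nM Rap1B-BODIPY-GDP, 50 uM GDP.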
# EPAC1 antagonist = EPAC1 (human) antagonism; EPAC1 GEF assay, Rap1b-BODIPY-GDP exchange fluorescence; Potency, µM (top dose mostly 115 µM), without a hit: at the top dose activity change, negative = inhibition, actives largely listed as inhibitors; 360,000 compounds, 0.14% hits; AID 720709;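 also: plate controls were vehicle for no effect and positive control for full effect; nearly all actives have a fitted effect of over 50% in size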
# EPAC2 antagonist = EPAC2 (human) antagonism; Q8WZA2; EPAC2 GEF exchange of Rap1B-BODIPY-GDP, fluorescence; Potency, µM (highest dose often 114 µM), inactives show at the top dose activity, negative = inhibition, hits mostly inhibitors; 360,000 compounds, 0.18% hits; AID 720708; also: % is scaled to controls: 0 for no effect and ±100 for the full control effect; nearly all actives have a fitted effect of over 45% in size; many of its hits are not listed in these tables
# EPAC2 ag = activates human EPAC2 exchange factor; Q8WZA2; EPAC2 activation, biochemical qHTS; response scale: 100% = 6.5 mM cAMP response; Potency, µM (top dose mostly 154 µM), for inactives: at the top dose activation, usual class: activators; 360,000 compounds, 0.079% hits; AID 720711; also: nearly all actives have a fitted effect of over 50% in size
#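 Compounds were added across a concentration range to EPAC2 (100 nM), RAP1B-BODIPY-GDP (250 nM) and GDP (50 uM). After 5 min at room temperature, fluorescence was recorded at 5-min intervals for 30 min.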
# TDP-43 yeast inh = TDP-43 toxicity inhibition in yeast | AID 652104 | Potency, µM (series often up to 46.1 µM), without a hit: at the top dose growth rescue (activation), actives largely listed as activators | TDP-43 expressing yeast growth rescue, BacTiter-Glo, 24 h | 410,000 compounds, 1.8% hits; also: % of control where 0% means no effect; nearly all actives have a fitted effect of over 50% in size
#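 In this qHTS, compounds that restore growth of yeast expressing TDP-43 appear as activators. Cells (OD600=0.02, galactose medium, raffinose-pregrown) are incubated with compound 24 hr at 30 deg C and growth is quantified by BacTiter-Glo.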
# FUS suppressor = rescues growth of FUS-expressing yeast; S. cerevisiae FUS-expressing, growth rescue, OD600, 24 h; Potency, µM (titrated, usually from 76.6 µM), for the others: at the top dose growth rescue (activation), usual class: activators; 390,000 compounds, 0.24% hits;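 also: plate controls were DMSO vehicle for no effect and reference control for full effect; nearly all actives have a fitted effect of over 55% in size; some results filed as inactive show a strong effect at the top dose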
#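 Steps: raffinose overnight preculture; dilution to OD 0.005 in 2% galactose minimal medium; compound addition (concentration series); 24hr at 30C, 99% humidity; absorbance read at 600 nm.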
# aSyn rescue = rescues yeast growth from alpha-synuclein toxicity; Yeast expressing alpha-synuclein, growth rescue, BacTiter-Glo, 24 h; Potency, µM (series often up to 46.1 µM), inactives show top-dose growth rescue (activation), most hits filed as activators; 370,000 compounds, 0.14% hits; also: % of control where 0% means no effect; nearly all actives have a fitted effect of over 65% in size
#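 Galactose-induced alpha-syn yeast (OD600=0.02, raffinose-pregrown) + pinned cpd, 24 hr, 30 deg C; growth by BacTiter-Glo luminescence. Growth restoration scores as activation.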
# * hit, by the source's call; i = inactive; ? = inconclusive; . = no result given; [ ] = remark or other dose. Calls follow the shape of the dose curve; as a rule, active = well fitted curve in the direction sought with a large enough effect; inconclusive = small, poorly fitted or top-dose-only effect, or another doubt; inactive = no such curve, though single readings can be large; an effect the other way counts as inactive or inconclusive. Potency is read from the fitted curve at half-maximal effect. An excerpt; count on the stated rates, not on these rows.
SMILES,PTHR1 agonist,EPAC1 ag,EPAC1 antagonist,EPAC2 antagonist,EPAC2 ag,TDP-43 yeast inh,FUS suppressor,aSyn rescue
O=C(Cc1c(F)cccc1Cl)OCC(=O)N1CCc2ccccc21,-22%,6%,-9%,-8%,6%,11µM*,6%,7%
COc1cccc(CNS(=O)(=O)c2ccc3c(c2)CC(C)N3C(=O)C2CC2)c1 (centres undefined),-21%,0%,-30%,-8%,12%,-23%,14%,18%
CC(C)(C)c1ccc2c(c1)OC(C(=O)N/N=C\c1ccccn1)CO2 (centres undefined),-90%[inhibitor],-32%[inhibitor],-24%,-26%,-17%,?,.,14µM*
OCCNc1nc(Nc2ccccc2C(F)(F)F)nc(N2CCCC2)n1,i,-18%,0%,-9%,-4%,.,-15%,.
CC(C)c1ccccc1NC(=O)CNCCc1ccc(C(F)(F)F)cc1,-21%,-6%,-26%,?,0%,3%,-3%,-11%
COC(=O)C(C(=O)OC)C(CC(=O)c1ccc(Br)cc1)c1ccccc1 (centres undefined),i,10%,-21%,-4%,9%,3%,4%,12%
COc1cc(NC(=S)N2CCN(CCO)CC2)c(OC)cc1Cl,i,-11%,-15%,12%,-6%,-14%[0.397 µM],-6%,11%
C=C(C)C1(O)OC(=O)C=C1OC (centres undefined),-40%[inhibitor],4%,-16%,-4%,6%,17%,-12%,-13%
CCCCCn1c(Br)nc2c1c(=O)n(CC(N)=O)c(=O)n2C,-2%,-6%,21%,4%,2%,11%,2%,3%
CCc1cc(=O)oc2cc(C)cc(OC(C)C(=O)NC3CCN(Cc4ccccc4)CC3)c12 (centres undefined),i,10%,-1%,-10%,-10%,-3%,0%,3%
CCOC(=O)c1c(-c2ccc(OC)cc2)oc2ccc(OCc3ccccc3C)cc12,i,.,.,.,.,-1%,-21%,0%
COc1ccc(C2=CC(=O)C[C@H](c3ccc(F)cc3)C2)c(F)c1F,i,-14%,-19%,-18%,6%,16µM*,?,21%
COc1ccccc1NC(=O)CN1CCN(c2ccc(Cl)cc2)CC1,-14%,3%,-11%,7%,19%,-1%,14%,-26%
CCOc1ccc(Br)cc1CNCc1cccnc1,-43%[inhibitor],2%,?,5%,14%,-10%,-18%,-8%
Cc1cc(Br)ccc1S(=O)(=O)n1ccnc1C,-15%,-3%,-3%,5%,-2%,-16%[0.397 µM],8%,10%
COc1ccc(NC(=S)NC(=O)Cc2ccccc2)c(OC)c1,i,20%,-4%,-4%,23%,22%,7%,-2%
CC(C)c1ccc(NS(=O)(=O)c2cn(C)c(=O)n(C)c2=O)cc1,i,5%,?,19%,2%,20µM*,-6%,1%
COc1ccc(C2CC(c3ccc(OC)cc3O)=NN2C(=O)c2ccccc2)cc1 (centres undefined),i,0%,-22%,-14%,-8%,-8%,21%,21%
Cc1ccc(NC(=O)COC(=O)Cc2ccccc2)cc1S(=O)(=O)N1CCOCC1,-26%,1%,4%,-4%,5%,12%,.,6%
O=c1nc(/C=C/c2cccn2-c2ccc([N+](=O)[O-])cc2)cc(C(F)(F)F)[nH]1,6%,1%,?,-13%,-1%,-6%,28%,1%
CCOC(=O)N1CCN(C(=O)c2oc3ccc(S(=O)(=O)N4CCCCC4)cc3c2C)CC1,-5%[57.5 µM],0%,-7%,-1%,-17%,-1%,23%,4%
COc1ccc(CNC(=O)c2sc3nc4c(c(C(F)(F)F)c3c2N)CCC4)cc1OC,-25%,-7%,2%,-8%,-5%,0%,.,24%
CCCOc1ccc(C2C(C(=O)OC)=CN(CCOC)C=C2C(=O)OC)cc1,18%[57.5 µM],13%,-20%,-13%,-6%,-11%,1%,1%
O=C(Nc1ccc(F)cc1F)C1CCN(C(=O)c2ccc(Br)cc2)CC1,i,2%,-11%,8%,11%,?,-18%,5%
C=CCOc1ccc(C(=O)n2cc(C(=O)OC)c3ccccc32)cc1,-35%[inhibitor],4%,0%,9%,8%,14%,1%,6%
Cc1cccc(Nc2nc(N)c([N+](=O)[O-])c(NCCO)n2)c1,-19%,6%,-2%,0%,0%,0%,-9%,6%
CC(NC(=O)CC(c1ccccc1)c1cc(Cl)ccc1O)c1ccccc1 (centres undefined),-37%[inhibitor],-6%,-6%,-10%,3%,21%,45%,4%
CCC(C)NCCOc1ccc(C(C)(C)c2ccccc2)cc1 (centres undefined),-10%,-5%,-1%,5%,-1%,-27%,11%,-9%
S=C(NC1CCCCC1)NN(c1ccccc1)c1ccccc1,-6%,10%,-20%,-4%,11%,18%,11%,5%
Cc1ccc(-c2csc(NC(=O)CN3CCOCC3)n2)cc1C,-6%,-2%,-16%,5%,14%,-17%[1.82 µM],7%,-2%
CCOc1ccc(C(=O)NC(=S)Nc2cccc(NC(=O)c3ccco3)c2)cc1[N+](=O)[O-],i,21%,10%,-10%,2%,-5%,23%,-7%
CCNS(=O)(=O)c1ccc(CCC(=O)NCCc2ccc(OC)cc2)cc1,-3%,6%,-18%,3%,7%,-11%,3%,0%
CC(=O)Nc1ccc2nc(NC(=O)COc3ccccc3Cl)sc2c1,-2%,-11%,-8%,0%,-8%,8%[9.22 µM],3%,2%
O=c1n(Cc2ccccc2)c2cc(Cl)cnc2n1Cc1ccccc1,-10%,0%,-5%,-4%,3%,27%,17%,-8%
CCCC(=O)Nc1nnc(/C=C/c2ccccc2)s1,25%,15%,?,0%,17%,-1%,-14%,-9%
CC(=O)CSc1ccc(C(=O)O)cn1,i,0%,4%,5%,-6%,23%,-7%,2%
CCCCn1c(N)c(N(CC(C)C)C(=O)c2oc3ccc(OCC)cc3c2C)c(=O)[nH]c1=O,i,13%,-14%,-13%,-11%,0%,?,0%
COCCCNC(=O)CN(CCc1ccccc1)S(=O)(=O)c1ccc(C)cc1,i,1%,14%,1%,0%,12%,21%,8%
O=C(NC1CCCC1)c1ccc(CNc2c(N3CCOCC3)c(=O)c2=O)cc1,-20%,2%,-5%,-3%,6%,-5%,2%,-3%
Cc1ccccc1N1CCN(C2=NC(=O)/C(=C\c3cccs3)S2)CC1,-19%,11%,0%,-17%,8%,?,41%,2%
Cc1cc(C)c(C(=O)CSc2nnc(N)s2)cc1C,-8%,19%,6%,-5%,7%,17%,2%,9%
CCN(CC)c1ccc(NC(=O)c2cc3c(OC)cccc3[nH]2)cc1,-40%[inhibitor],7%,-18%,2%,24%,-1%,16%,-3%
Cc1cc2oc(=O)cc(CSc3nc(N)cc(N)n3)c2cc1C,-29%,0%,-7%,-3%,-4%,14%,8%,-1%
COc1ccc2sc(-c3ccccc3OC)c(-c3ccc(OC)nc3)c2c1,-31%[inhibitor],5%,7%,-13%,5%,8%,13%,5%
C[C@@H](c1ccccc1)N1C[C@@H](COCc2ccccc2)Oc2cc(N3CCC[C@H]3C(N)=O)ccc2S1(=O)=O,-30%[inhibitor],-1%,21%,-15%,5%,14%,22µM*,-3%
COC(=O)Nc1nnc(CC(=O)Nc2ccccc2C)s1,-22%,2%,6%,12%,0%,-10%,16%,-2%
O=C(CN(Cc1ccc(Cl)cc1)C(=O)c1csnn1)NCc1ccccc1,-1%,9%,0%,-6%,10%,-6%,20%,1%
Cc1ccc(C)c(C(=O)COC(=O)CCN2C(=O)C3C4CCC(C4)C3C2=O)c1 (centres undefined),0%,4%,-9%,-4%,-6%,-2%,.,0%

# A portion from the list above, for reference:
SMILES,PTHR1 agonist,EPAC1 ag,EPAC1 antagonist,EPAC2 antagonist,EPAC2 ag,TDP-43 yeast inh,FUS suppressor,aSyn rescue
O=C(CN(Cc1ccc(Cl)cc1)C(=O)c1csnn1)NCc1ccccc1,-1%,9%,0%,-6%,10%,-6%,20%,1%
Cc1ccc(C)c(C(=O)COC(=O)CCN2C(=O)C3C4CCC(C4)C3C2=O)c1 (centres undefined),0%,4%,-9%,-4%,-6%,-2%,.,0%

# Remaining list, next part
SMILES,PTHR1 agonist,EPAC1 ag,EPAC1 antagonist,EPAC2 antagonist,EPAC2 ag,TDP-43 yeast inh,FUS suppressor,aSyn rescue
CCOC(=O)Cc1csc(NC(=O)CSc2nnc(-c3ccncc3)o2)n1,-14%,-3%,23%,14%,9%,0%,19%,-5%
COc1ccc(N2CC(C(=O)OCC(=O)Nc3ccccc3C)CC2=O)cc1 (centres undefined),-12%,1%,-25%,3%,10%,-11%,12%,1%
O=c1c([N+](=O)[O-])c(NC2CCCCC2)c2ccccc2n1-c1ccccc1,-6%[57.5 µM],-1%,-13%,15%,3%,-20%,26%,2%
N#Cc1c2c(c(NCCOCCO)n3c1nc1ccccc13)CCCC2,-66%[inhibitor],7%,3%,-4%,-6%,15%,0%,0%
COc1cccc(/C=C2\N=C(c3c(-c4ccccc4)noc3C)OC2=O)c1,-1%[57.5 µM],-2%,0%,-2%,13%,-22%,-4%,-11%
CN(CC(=O)Nc1ccc(Cl)cc1)CC(=O)N1CCc2ccccc21,-6%,-7%,18%,3%,-5%,1%,-3%,1%
COc1ccc(NC(=S)N2CCN(Cc3ccccc3)CC2)cc1,-12%,-6%,-5%,-7%,-2%,25%[9.22 µM],5%,2%
CCOc1cc(S(=O)(=O)N(Cc2ccccc2)Cc2ccccc2)c(OCC)cc1-n1cnnn1,i,2%,-3%,-1%,6%,-15%,27%,3%
CCC(Oc1ccccc1)C(=O)OCC(=O)Nc1c(C)nn(-c2ccccc2)c1C (centres undefined),i,2%,-19%,11%,2%,5%,-25%,0%
CCOCCCN(C(=O)CCC(=O)Nc1cc(C)on1)C(C(=O)NC(C)(C)C)c1ccccc1Cl (centres undefined),-17%,-22%,-11%,4%,16%,19%,13%,-7%
O=C(Nc1ccccc1Oc1ccccc1)c1cccs1,-18%,0%,-1%,-28%,9%,0%,-2%,-7%
Cc1ccnc(N=O)c1,i,-10%,-8%,10%,11%,11%,-16%,-7%
C[C@@H]1CN([C@H](C)CO)C(=O)c2cccc(NS(=O)(=O)c3ccccc3)c2O[C@H]1CN(C)C,i,4%,-5%,-7%,-12%,13%,-3%,0%
O=Cc1cn(-c2ccccc2)nc1-c1ccccc1,i,-13%,-2%,4%,-1%,-31%[inhibitor],-20%,-1%
O=C(COC(=O)/C=C/c1cccc(C(F)(F)F)c1)Nc1cccc2ccccc12,-8%,-13%,-9%,-1%,1%,-5%,.,1%
O=C1c2cccc3cccc(c23)C(=O)C1(O)O,-20%,-6%,-10%,-2%,-3%,-10%,-15%,-1%

# Copied from the list.
# Result of `O=C(COC(=O)/C=C/c1cccc(C(F)(F)F)c1)Nc1cccc2ccccc12` in EPAC1 antagonist: -9%
# Result of `O=C1c2cccc3cccc(c23)C(=O)C1(O)O` in PTHR1 agonist: -20%
# Result of `C[C@@H]1CN([C@H](C)CO)C(=O)c2cccc(NS(=O)(=O)c3ccccc3)c2O[C@H]1CN(C)C` in EPAC1 antagonist: -5%
